aDG glyco act = activators of alpha-DG glycosylation, primary screen, uHTS, Pro5-aDG cells, AlphaScreen | alpha-DG glycosylation AlphaScreen (IIH6); 0% Pro5, 100% B10-LARGE cell signal | activation, % at 10 µM | 0.22% of 360,000 active;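 active means activation of at least 8% versus controls, or a plate z-score of at least 8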;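 further: Pro5 are CHO cells carrying HIG-tagged alpha-DG that lacks glycosylation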
iPSC survival up = enhancers of single-cell hiPSC survival, primary screen, ATPlite luminescence; survival enhancement, % at 20 µM; AID 602274, 2012; 0.044% of 360,000 active; 100% = ROCK inhibitor wells, 0% = DMSO; in the data active means survival enhancement above about 18%;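 further: cells exposed to compounds for 16 hours before the ATP read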
MC4R antag cAMP = MC4R antagonists of cAMP signaling, primary screen, cell-based, TR-FRET, antagonist arm of biased-ligand search; inhibition, % at 6.5 µM; Melanocortin receptor 4 (Homo sapiens), P32245; 0.48% of 360,000 active; MC4R-expressing cells, MTII-stimulated cAMP, LANCE TR-FRET;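 active means inhibition above its plate's cutoff, the mean of tested wells on that plate plus 3 SD, cut at about 29% in these data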;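 further: 0% = Melanotan II alone and 100% = Melanotan II plus saturating MCL0020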
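system = U2OS cells with stable human MC4R expression | also added = Melanotan II challenge after compound preincubation | dosing = one concentration, 6.5 µM nominal | incubation = compound 30 min, challenge 1 h, detection 1 h | measured by = TR-FRET with Eu-cAMP and labeled anti-cAMP, 671 nm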
ABHD5-PLIN5 inh = ABHD5-PLIN5 interaction inhibitors, primary screen, cell lysate, split luciferase complementation, luminescence. Perilipin-5 (Homo sapiens) + 1-acylglycerol-3-phosphate O-acyltransferase ABHD5 (Homo …. Split G. princeps luciferase complementation, 4 h. inhibition, % at 4 µM. 0.78% of 360,000 active. AID 602281, 2012;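 active means inhibition above the mean inhibition across every tested compound plus 3 SD, cut at about 22% in these data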;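 further: 0% = DMSO only wells and the 100% control is not disclosed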
N-glyco inh = increase of ERlucT glycosylation luciferase signal, primary screen, N-linked glycosylation inhibitor project, D54 ERlucT cells, luminescence, set 2 | reporter increase, % at 12.5 µM | D54 ERlucT glycosylation luciferase reporter, 24 h; percent of 100 nM tunicamycin response | AID 588692, 2011 | 0.23% of 360,000 active;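 active means mean luciferase reporter signal, scaled so untreated is 0 and the glycosylation-blocking control 100, at or above a set limit in every replicate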;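 further: luciferase carries N-glycosylation sites so blocking glycosylation raises the light; 0% = median of neutral control wells and 100% = median of 100 nM tunicamycin wells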
MC4R barr agon = MC4R agonists recruiting beta-arrestin, primary screen, cell-based, luminescence, agonist arm of biased-ligand search; activation, % at 8.9 µM; Melanocortin receptor 4 (Homo sapiens), P32245; U2OS MC4R beta-arrestin complementation; percent of melanotan II response, DMSO zero; 0.98% of 360,000 active;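 active means activation above a per-plate cutoff, the mean activation of sample wells on that plate plus 3 SD, cut at about 8% in these data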
ABCB6 inh MLPCN = ABCB6 transporter inhibitors, primary screen, K562-ABCB6 cells, flow cytometry, MLPCN library; AID 602162, 2011; 0.19% of 360,000 active; K562-ABCB6 porphyrin accumulation, 1 h; hits give low values; fluorescence ratio to DMSO, % at 10 µM; ATP-binding cassette sub-family B member 6 (Homo sapiens), Q9NP58;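 active means fluorescence ratio to DMSO below 75%, the collection mean minus 3 SD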;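 further: signal is porphyrin accumulated inside mitochondria; 100% equals median channel fluorescence of DMSO control wells; lower ratio means ABCB6 inhibition with less porphyrin fluorescence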
Target sequence (Q9NP58 whole entry, looked up): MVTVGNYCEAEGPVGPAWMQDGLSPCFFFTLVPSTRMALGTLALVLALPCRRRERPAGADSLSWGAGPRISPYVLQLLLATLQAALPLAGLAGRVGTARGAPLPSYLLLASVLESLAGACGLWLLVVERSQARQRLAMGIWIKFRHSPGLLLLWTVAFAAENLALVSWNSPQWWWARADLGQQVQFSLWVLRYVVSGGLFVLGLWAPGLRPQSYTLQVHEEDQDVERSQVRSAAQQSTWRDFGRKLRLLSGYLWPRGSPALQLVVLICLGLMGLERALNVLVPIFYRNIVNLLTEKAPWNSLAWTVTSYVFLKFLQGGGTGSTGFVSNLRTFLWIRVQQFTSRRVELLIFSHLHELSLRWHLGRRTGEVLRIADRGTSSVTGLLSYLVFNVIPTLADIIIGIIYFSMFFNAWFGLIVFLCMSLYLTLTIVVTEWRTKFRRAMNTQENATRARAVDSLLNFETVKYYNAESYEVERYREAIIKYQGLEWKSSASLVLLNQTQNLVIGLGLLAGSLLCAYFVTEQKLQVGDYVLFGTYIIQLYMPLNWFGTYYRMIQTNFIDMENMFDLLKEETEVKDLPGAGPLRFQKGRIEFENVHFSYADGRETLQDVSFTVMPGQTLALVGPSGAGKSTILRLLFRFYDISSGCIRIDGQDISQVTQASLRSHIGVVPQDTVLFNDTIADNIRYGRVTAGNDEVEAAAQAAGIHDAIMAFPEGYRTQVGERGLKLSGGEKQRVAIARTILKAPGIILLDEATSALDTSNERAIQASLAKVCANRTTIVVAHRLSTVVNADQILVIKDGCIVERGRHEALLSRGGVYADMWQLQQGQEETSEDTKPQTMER
Cardio protect = cardioprotection against H2O2-induced cell death, primary screen, uHTS, H9c2 cells, ATPLite luminescence | H9c2 cardiomyocytes, H2O2 injury protection, 2 h | protection from H2O2 cell death, % at 20 µM | 0.63% of 360,000 active;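 active means compounds giving at least 50% protection of heart cells from peroxide-induced death in the single-dose screen, raw or plate-pattern-corrected value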;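 further: 0% = DMSO wells with peroxide and 100% = DMSO wells without peroxide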
Granule exo inh = LAMP-1 surface exposure blockers, TALL-104 cells – cell-based, flow cytometry, MLPCN library, primary screen. TALL-104 LAMP-1 surface exposure; cells stimulated with thapsigargin and PMA. inhibition, % at 10 µM. 0.66% of 360,000 active. AID 651702, 2012;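 active means inhibition above about 55%, limit read from the data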
HTR2A ag = mouse Htr2a agonists via beta-arrestin recruitment, primary screen, cell-based, luminescence; 5-hydroxytryptamine receptor 2A (Mus musculus), P35363; CHO-K1 mHTR2A beta-arrestin complementation; percent of 30 µM serotonin response; activation, % at 7.6 µM; 0.66% of 360,000 active;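 active means activation above a run cutoff, the mean activation of all tested compounds plus 3 SD, cut at about 14% in these data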;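 further: 0% = plate median of compound wells and 100% = 30 µM serotonin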
Starred values were filed as active, the others as inactive; · = no result given. Outcome played no part in choosing rows; any-hit rate near 4.5%.

SMILES | aDG glyco act | iPSC survival up | MC4R antag cAMP | ABHD5-PLIN5 inh | N-glyco inh | MC4R barr agon | ABCB6 inh MLPCN | Cardio protect | Granule exo inh | HTR2A ag
O=C(NCC1CCCO1)c1cc(S(=O)(=O)N2CCCC2)c(Cl)cc1Cl (stereo not drawn) | 0.2 | 1.4 | 22 | -2 | -1 | -0.2 | 99 | 4 | 1 | -4
Cc1cccc(NC(=S)N(C)Cc2cn(C)c3ccccc23)c1 | -0.3 | -1.8 | 8 | -2 | -1 | 0.4 | 98 | 5 | -5 | -3
O=c1oc(-c2ccccc2)c(-c2ccccc2)c2ccccc12 | 0.0 | 9.3 | 5 | 1 | 0 | -1.3 | 98 | 0 | -10 | 2
O=[N+]([O-])c1ccc(/C=C/C2=NN(c3ccccc3)C(c3ccco3)C2)cc1 (stereo not drawn) | 0.0 | 3.7 | 4 | 17 | -3 | -2.1 | · | -1 | -1 | -4
CC(C)(C)S(=O)(=O)c1cnc2c(-c3ccsc3)cnn2c1N | 0.1 | -0.2 | 11 | 1 | -2 | -2.6 | 97 | -4 | 0 | 0
Cc1csc(NC(=O)CSc2nnc(-c3ccoc3C)n2Cc2ccco2)n1 | 0.0 | 2.6 | -2 | -1 | 0 | -0.1 | 99 | 13 | 2 | 3
CCOC(=O)c1[nH]c2ccc(F)cc2c1NC(=O)CCN1CCSCC1 | -0.2 | 9.1 | 0 | 3 | 0 | -1.1 | 99 | 5 | 0 | -5
O=C(C1CCN(c2nc(-c3ccccc3)nc3c2CCC3)CC1)N1CCC(O)CC1 | -0.4 | -0.3 | 9 | 17 | -4 | -0.6 | 102 | 0 | 0 | 7
O=C(N/N=C1\CCc2ccccc21)c1ccccc1O | 0.0 | -1.6 | -3 | 6 | -13 | 1.2 | 97 | -7 | -6 | 0
S=c1[nH]nc(-c2ccc(Cl)cc2)n1/N=C/c1ccco1 | -0.2 | -0.1 | 3 | -13 | 1 | -3.4 | 101 | 2 | -9 | 2
Cc1ccc(C)c(N2CCN(c3ccc([N+](=O)[O-])cn3)CC2)c1 | 0.1 | -0.3 | -4 | 2 | -4 | 0.4 | 99 | -4 | 18 | 6
CC1CCN(S(=O)(=O)c2cccc(C(=O)NCc3cccs3)c2)CC1 | 0.5 | -2.1 | -3 | -8 | -2 | -0.2 | 91 | -15 | 1 | -6
Cc1cccc(OCC(=O)Nc2ccc3c(c2)OCCO3)c1 | 0.1 | -3.7 | 0 | 0 | -5 | -0.6 | 93 | -8 | -4 | -1
COc1ccc(CC(=O)OCC(=O)NCC2CCCO2)cc1OC (stereo not drawn) | 0.3 | 1.5 | 2 | 2 | 2 | -1.1 | 92 | -3 | 7 | -5
Cc1cccc(NC2CNC(=O)NC2=O)c1 (stereo not drawn) | 0.0 | -1.6 | -2 | 6 | 3 | -1.5 | 96 | 2 | -2 | 2
COc1ccc(OC)c(NC(=O)C2CCCN(S(=O)(=O)c3cccc4cccnc34)C2)c1 (stereo not drawn) | 0.1 | -0.5 | 3 | -2 | 0 | -0.6 | 97 | -4 | 0 | -3
O=S(=O)(NC1CC1)c1ccc(S(=O)(=O)N2CCC3(CC2)OCCO3)cc1 | -0.1 | -0.4 | -2 | -3 | 0 | -1.7 | 95 | -3 | 0 | 0
CC(C)(C)OC(=O)N1Cc2ccccc2C[C@H]1C(=O)N1CCC[C@H]1C(=O)O | -0.1 | -0.5 | 21 | 2 | 1 | -0.6 | 94 | 6 | -4 | 7
O=C(CNC(=O)c1ccco1)NCC(=O)OCc1ccc(F)cc1 | -0.2 | -0.1 | 23 | 0 | 0 | 0.1 | 99 | 0 | -19 | 10
NC(=O)C1(N2CCCCC2)CCN(CC(=O)Nc2ccccc2-c2ccccc2)CC1 | 0.3 | -2.1 | -2 | -6 | 0 | -1.5 | 102 | 3 | -2 | -1
Cc1cccc(NC(=O)c2c(O)c3ccccc3[nH]c2=O)c1 | 0.1 | -0.3 | -3 | -4 | -2 | 0.0 | 86 | -6 | -17 | -4
Cc1cc(C)c(C(=O)COC(=O)c2cc([N+](=O)[O-])ccc2N2CCOCC2)cc1C | -0.2 | -0.5 | -2 | -1 | 0 | -3.3 | 96 | -1 | -4 | 0
CSC1=NC(C)(C)C=C(/C=C/c2ccc(Cl)cc2Cl)N1 | 0.6 | -1.5 | 24 | 17 | -1 | -2.4 | 104 | 5 | 75* | -9
Cc1ccc(C(C(=O)NCc2ccccc2)N(Cc2cccs2)C(=O)c2ccc3c(c2)OCCO3)cc1 (stereo not drawn) | -1.0 | -0.2 | -1 | 5 | -7 | 2.1 | 96 | 56* | 54 | 1
CCOc1cc(N2CCOCC2)c(OCC)cc1NC(=O)c1ccccc1N1CCCC1=O | 0.2 | 0.1 | 0 | -1 | 3 | 1.1 | 97 | -3 | 5 | 6
COc1cccc(-c2noc(C3CCCN(C(=O)c4cccc(F)c4)C3)n2)c1 (stereo not drawn) | 0.0 | -0.6 | 16 | 0 | 1 | -1.2 | 95 | -3 | -5 | -1
O=C(Nc1ccc(-c2nc3ccccc3s2)cc1)C1=COCCO1 | 0.0 | -4.4 | -1 | -1 | -21 | -0.2 | 99 | -24 | -4 | -1
O=C(NC1CCCCCC1)C1c2ccccc2C(=O)N1Cc1cccnc1 (stereo not drawn) | -0.2 | 3.0 | -6 | -6 | 0 | -0.9 | 88 | -6 | 0 | -3
O=C(NCc1ccccc1)c1cc(C2CCCN(S(=O)(=O)c3ccccc3)C2)on1 (stereo not drawn) | 0.4 | 5.5 | 18 | -5 | -7 | -0.4 | 101 | 0 | -2 | -6
CN(C(=O)C1CC1)c1ccccc1 | 0.2 | -0.7 | -1 | -3 | 1 | -2.2 | 97 | 3 | -7 | -5

Three of the entries above in order of their number in Granule exo inh, lowest first.
molecule	aDG glyco act	MC4R antag cAMP	ABHD5-PLIN5 inh	N-glyco inh	MC4R barr agon	ABCB6 inh MLPCN	Granule exo inh	HTR2A ag
CN(C(=O)C1CC1)c1ccccc1	0.2	-1	-3	1	-2.2	97	-7	-5
O=C(NC1CCCCCC1)C1c2ccccc2C(=O)N1Cc1cccnc1 (stereo not drawn)	-0.2	-6	-6	0	-0.9	88	0	-3
Cc1ccc(C)c(N2CCN(c3ccc([N+](=O)[O-])cn3)CC2)c1	0.1	-4	2	-4	0.4	99	18	6

Next structures follow:
SMILES | aDG glyco act | iPSC survival up | MC4R antag cAMP | ABHD5-PLIN5 inh | N-glyco inh | MC4R barr agon | ABCB6 inh MLPCN | Cardio protect | Granule exo inh | HTR2A ag
O=C(Nc1cc(Cl)ccc1O)c1cc(-c2ccco2)on1 | 0.0 | -0.2 | 7 | 4 | 4 | 0.1 | 101 | -13 | -2 | -1
O=C(COc1ccc(F)cc1)Nc1nc(-c2cccnc2)cs1 | 0.1 | 2.9 | 7 | -1 | -2 | 1.9 | 89 | 10 | 0 | 0
COc1ccc(NS(=O)(=O)c2cccc(C(=O)NC3CCC(O)CC3)c2)cc1 (stereo not drawn) | 0.0 | -0.3 | 2 | 0 | -2 | -1.2 | 95 | 6 | 0 | -2
Cc1cc(NC(=O)c2ccccc2)nc2c1c(=O)oc1ccccc12 | -0.3 | -0.2 | 22 | 6 | 2 | -2.7 | 94 | 41 | 9 | 3
Cc1onc(-c2c(Cl)cccc2Cl)c1C(=O)NCc1ccc(S(N)(=O)=O)cc1 | -0.1 | 0.4 | 18 | -15 | -1 | 2.9 | 101 | 2 | -11 | -5
Cc1ccc(S(=O)(=O)Oc2ccc3ccc(O)cc3c2)cc1 | -0.1 | -0.6 | -2 | -9 | 1 | -1.2 | 84 | 0 | 4 | -4
O=C(NCCCn1ccnc1)/C(=C/c1ccc(F)cc1)NC(=O)c1ccccc1 | -0.1 | 0.7 | 10 | 4 | 2 | -0.1 | 96 | 2 | -8 | 4
C=CCc1cc(Cl)ccc1OCCNCCN1CCOCC1 | 0.1 | -0.3 | 1 | 1 | -1 | -1.2 | 96 | -1 | 4 | -6
Cc1c(Cl)cn2c(=O)cc(CN3CCN(c4ccccc4)CC3)nc2c1Cl | -0.2 | 0.7 | 9 | -11 | 4 | -3.7 | 102 | -3 | -2 | -2
c1ccc(-c2noc(-c3ccco3)n2)nc1 | -0.1 | -4.4 | 15 | 3 | -11 | -2.2 | 93 | -11 | -1 | -1
CCOC(=O)C1=C(C)N=c2s/c(=C/c3cccc([N+](=O)[O-])c3O)c(=O)n2C1c1cc(OC)c(OC)c(OC)c1 (stereo not drawn) | 0.0 | -0.7 | 2 | -14 | 2 | 0.0 | 131 | -18 | -5 | 2
CC(=O)c1ccc(NC(=O)N[C@@H](Cc2ccccc2)C(=O)O)cc1 | 0.2 | 0.6 | 24 | 1 | 1 | -0.8 | 94 | -2 | 3 | 0
CCOc1ccc(N2C(=O)CSC2=NC#N)cc1 | -0.2 | 6.6 | -2 | -3 | 1 | -2.0 | 100 | 3 | -2 | 8
CCc1nc2ccc(C(=O)N(CC)CCN(C)C)cn2c1N(C)CCCc1ccccc1 | 0.0 | 0.5 | 6 | 3 | -3 | -1.9 | 99 | 1 | 24 | -1
O=C(CSc1nnc2ccc(-c3ccncc3)nn12)c1cccs1 | -0.2 | -0.2 | 0 | 2 | -1 | -3.9 | 99 | 4 | 1 | 5
CC(C)Oc1cccc(C(=O)C2CCCN(Cc3ccc4nonc4c3)C2)c1 (stereo not drawn) | -0.2 | -0.7 | 6 | -6 | -3 | 3.3 | 100 | -7 | 12 | 0
COC(=O)C1CN(C(=O)C(C)Oc2ccc(C)c(C)c2)c2ccccc2O1 (stereo not drawn) | 0.1 | -0.5 | 0 | 1 | 0 | 0.7 | 100 | 4 | 2 | -2
CCc1ccccc1NC(=S)NCc1cccn1C | 0.0 | -1.5 | 12 | -1 | -3 | -1.4 | 97 | 0 | -1 | 0
Cc1cccc(C)c1NC(=O)CN1C(=O)C2CC=CCC2C1=O (stereo not drawn) | 0.1 | -0.5 | -3 | -10 | 0 | -3.1 | 99 | 2 | -1 | -2
CCOC(=O)C1CCN(C(=O)c2ccc3c(=O)n4nc(Nc5cc(C)ccc5C)sc4nc3c2)CC1 | 0.3 | 1.8 | 3 | 7 | 0 | -2.3 | 95 | 17 | 0 | 3
CCCCN=C1NC(=O)C(CC(=O)NCCc2ccc(OC)cc2)S1 (stereo not drawn) | -0.2 | -2.6 | 7 | 1 | -3 | 0.3 | 96 | 29 | 6 | 0

Screening results (PubChem BioAssay)
